PDI turbidity – PDI (human) enzyme inhibition | 0.052% of 350,000 active | inhibition, % at 10 µM | PDI insulin aggregation turbidity, A650, 90 min | P07237;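 active means mean inhibition across replicates of 30% or more, whatever share of single replicates reach that level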;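 further: absorbance from insulin aggregation driven by PDI reduction with DTT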
Target sequence (P07237 whole entry, looked up): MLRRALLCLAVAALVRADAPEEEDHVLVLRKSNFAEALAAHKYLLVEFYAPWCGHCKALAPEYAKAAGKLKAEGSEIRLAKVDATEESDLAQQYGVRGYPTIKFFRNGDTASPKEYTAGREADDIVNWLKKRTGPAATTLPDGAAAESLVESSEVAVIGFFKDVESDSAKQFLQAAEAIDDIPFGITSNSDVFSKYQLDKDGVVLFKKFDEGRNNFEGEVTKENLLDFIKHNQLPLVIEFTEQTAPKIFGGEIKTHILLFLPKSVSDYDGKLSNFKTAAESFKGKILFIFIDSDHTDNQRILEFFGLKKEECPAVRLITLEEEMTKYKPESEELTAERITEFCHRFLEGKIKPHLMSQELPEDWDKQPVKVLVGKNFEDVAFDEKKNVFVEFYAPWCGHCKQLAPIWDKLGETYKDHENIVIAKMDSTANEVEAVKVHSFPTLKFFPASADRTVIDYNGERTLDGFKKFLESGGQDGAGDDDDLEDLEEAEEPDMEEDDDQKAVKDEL
NR2E3 ag-1 – agonists of human nuclear receptor NR2E3; 0.12% of 320,000 active; AID 2300; Q9Y5X4; inhibition of corepressor binding, % at 4.78 µM; GST-NR2E3/biotin-RetCOR TR-FRET, 1536-well;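 active means percent inhibition above the cutoff of mean plus 3 SD of all tested compounds, set per screening campaign, cut at about 20% in these data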;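 further: 0% = DMSO wells and 100% = biotin wells as full block of FRET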
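Assay system: NR2E3–RetCOR corepressor complex. Quantity: 1.35 nM GST-NR2E3. Buffer or medium: pH 7.5 Tris-based buffer. Reagent: biotinylated RetCOR corepressor at 7 nM final. Schedule: 5 h at 4 °C. Detection: TR-FRET, emission read at 617 and 671 nm. Replicates: one well per compound, singlicate testing.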
m5-HT2A agonist – agonists of mouse serotonin 5-HT2A receptor (HTR2A) | CHO-K1 mHTR2A beta-arrestin complementation, luminescence; percent of 30 µM serotonin response | AID 624169 | activation, % at 7.6 µM | 0.66% of 360,000 active;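 active means activation above a run cutoff, the mean activation of all tested compounds plus 3 SD, cut at about 14% in these data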;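 further: 0% = plate median of compound wells and 100% = 30 µM serotonin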
Peg3 prom inh – reduces Peg3 promoter-driven luciferase expression in HeLa | HeLa PEG-Prom luciferase reporter, luminescence, overnight | inhibition, % at 20 µM | 1.7% of 360,000 active | AID 588405;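 active means inhibition of at least 50% at 20 µM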
CaV13 FRET inh – Disruptors of the CACNA1D IQ motif to Ca2+-dependent inactivation inhibitor domain association, primary screening, Förster resonance energy transfer in intact living …; HEK cells, CFP/YFP FRET ICDI-IQ, plate reader, 10 min; percent FRET-ratio fall versus neutral wells; AID 743397; inhibition, % at 12.3 µM; 0.098% of 340,000 active;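 active means mean replicate inhibition of at least 30% and at least 1% of replicates passing that level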;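 further: 0% = median of the neutral control wells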
Shn3 inh set2 – reduces Shn3 3'UTR luciferase signal in osteoblasts. Clone20 osteoblast Shn3 3'UTR firefly luciferase, 24 h. 0.52% of 360,000 active. inhibition, % at 12.5 µM;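 active means mean inhibition of at least 75% with every replicate also reaching 75%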;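 further: 0% = median of neutral control wells and 100% = pilot-screen positive control compound; some compounds past the cut are filed as inactive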
HIF-2a block – HIF-2a inhibition | 786-0 RCC cells HIF-2a reporter, luciferase luminescence, overnight | inhibition, % at 18.8 µM | 0.72% of 360,000 active | AID 624352;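 active means inhibition of the luminescence signal of 40% or more relative to plate controls, in a single-dose primary screen at 18.75 µM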
NR2E3 ag-2 – activates human NR2E3 receptor. AID 602229. 0.35% of 360,000 active. CHO-S Gal4-NCOR/VP16-NR2E3 two-hybrid, luciferase. inhibition of corepressor binding, % at 3.98 µM. Q9Y5X4;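 active means inhibition above the mean of all tested compounds plus 3 SD, cut at about 70% in these data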;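 further: 0% = DMSO with NR2E3 transfected cells and 100% = cells lacking NR2E3 construct; higher means lower luciferase signal from less NR2E3 corepressor binding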
Cardio protect – modulators protecting cardiomyocytes from myocardial damage; H9c2 cardiomyocytes, H2O2 injury protection, ATPLite, 2 h; protection from H2O2 cell death, % at 20 µM; 0.63% of 360,000 active;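 active means compounds giving at least 50% protection of heart cells from peroxide-induced death in the single-dose screen, raw or plate-pattern-corrected value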;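 further: 0% = DMSO wells with peroxide and 100% = DMSO wells without peroxide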
TRPM1 prom inh – reduces MITF-dependent TRPM1 promoter luciferase signal; SK-MEL-5 TRPM1 promoter luciferase, 24 h; 0.83% of 330,000 active; inhibition, % at 12.5 µM;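 active means mean inhibition across replicates of 60% or more, whatever share of single replicates reaches that level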; further: values of inactives mirror those of a sister screen read the other way
iPSC survival up – increases survival of single human iPS cells; hiPSC single-cell survival, ATPlite luminescence; 100% = ROCK inhibitor wells, 0% = DMSO; survival enhancement, % at 20 µM; 0.044% of 360,000 active; AID 602274; in the data active means survival enhancement above about 18%;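 further: cells exposed to compounds for 16 hours before the ATP read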
Numbers without * were called inactive; . = not tested or not shown.

Start of the data: the first ten compounds, to show the layout:
SMILES | PDI turbidity | NR2E3 ag-1 | m5-HT2A agonist | Peg3 prom inh | CaV13 FRET inh | Shn3 inh set2 | HIF-2a block | NR2E3 ag-2 | Cardio protect | TRPM1 prom inh | iPSC survival up
CC1(C)Cc2c(cnn2-c2ccc(F)cc2)C(NC(=O)c2ccc(=O)oc2)C1 (configuration not stated) | 10 | -3 | 5 | -78 | . | -44 | -77 | -58 | 2 | -5 | 0.7
Cc1ccc(Cl)c(OCC(=O)Nc2ccccc2N2CCCCC2)c1 | -3 | -5 | 8 | 23 | -4 | 10 | 0 | -8 | -12 | 4 | -0.3
O=C(O)C1(P(=O)(c2ccccc2)c2ccccc2)CCCC1 | 4 | -6 | 3 | 3 | -6 | . | 18 | 5 | 1 | -5 | -0.2
O=S(c1ccccc1O)S(=O)c1ccccc1O (configuration not stated) | 15 | . | 5 | 8 | -3 | 6 | 27 | 5 | 15 | -1 | 4.2
COc1ccccc1NC(=O)c1cc2c(CO)cnc(C)c2oc1=Nc1cc(OC)c(OC)c(OC)c1 | -15 | 0 | -8 | -2 | -3 | 3 | 13 | -2 | 7 | -2 | 0.7
O=C(NCC(c1ccc(F)cc1)N1CCOCC1)c1ccco1 (configuration not stated) | -3 | -2 | 3 | -19 | -5 | -10 | -12 | -18 | -4 | 5 | -0.3
Cc1nc2c3cc(F)ccc3n(CCN3CCCCC3)c2s1 | 0 | 4 | -1 | 7 | -2 | 11 | 11 | -2 | -2 | 11 | 0.0
C=CCOc1ccc(C(=O)NC2CCCCC2)cc1 | 8 | 0 | -2 | -164 | -5 | -41 | -159 | -87 | 0 | -62 | -2.9
CC(NC(=O)c1ccc([N+](=O)[O-])o1)C12CC3CC(CC(C3)C1)C2 (configuration not stated) | 8 | 6 | -5 | 86* | -6 | 51 | 64* | 19 | -9 | 70* | -0.3
Cc1cc(C)n2nc(SC(C)C(=O)NCc3ccco3)nc2n1 (configuration not stated) | 6 | -4 | 3 | 1 | -4 | -2 | 1 | 4 | -8 | 14 | 0.2

Results, from the first entry:
SMILES | PDI turbidity | NR2E3 ag-1 | m5-HT2A agonist | Peg3 prom inh | CaV13 FRET inh | Shn3 inh set2 | HIF-2a block | NR2E3 ag-2 | Cardio protect | TRPM1 prom inh | iPSC survival up
CC1(C)Cc2c(cnn2-c2ccc(F)cc2)C(NC(=O)c2ccc(=O)oc2)C1 (configuration not stated) | 10 | -3 | 5 | -78 | . | -44 | -77 | -58 | 2 | -5 | 0.7
Cc1ccc(Cl)c(OCC(=O)Nc2ccccc2N2CCCCC2)c1 | -3 | -5 | 8 | 23 | -4 | 10 | 0 | -8 | -12 | 4 | -0.3
O=C(O)C1(P(=O)(c2ccccc2)c2ccccc2)CCCC1 | 4 | -6 | 3 | 3 | -6 | . | 18 | 5 | 1 | -5 | -0.2
O=S(c1ccccc1O)S(=O)c1ccccc1O (configuration not stated) | 15 | . | 5 | 8 | -3 | 6 | 27 | 5 | 15 | -1 | 4.2
COc1ccccc1NC(=O)c1cc2c(CO)cnc(C)c2oc1=Nc1cc(OC)c(OC)c(OC)c1 | -15 | 0 | -8 | -2 | -3 | 3 | 13 | -2 | 7 | -2 | 0.7
O=C(NCC(c1ccc(F)cc1)N1CCOCC1)c1ccco1 (configuration not stated) | -3 | -2 | 3 | -19 | -5 | -10 | -12 | -18 | -4 | 5 | -0.3
Cc1nc2c3cc(F)ccc3n(CCN3CCCCC3)c2s1 | 0 | 4 | -1 | 7 | -2 | 11 | 11 | -2 | -2 | 11 | 0.0
C=CCOc1ccc(C(=O)NC2CCCCC2)cc1 | 8 | 0 | -2 | -164 | -5 | -41 | -159 | -87 | 0 | -62 | -2.9
CC(NC(=O)c1ccc([N+](=O)[O-])o1)C12CC3CC(CC(C3)C1)C2 (configuration not stated) | 8 | 6 | -5 | 86* | -6 | 51 | 64* | 19 | -9 | 70* | -0.3
Cc1cc(C)n2nc(SC(C)C(=O)NCc3ccco3)nc2n1 (configuration not stated) | 6 | -4 | 3 | 1 | -4 | -2 | 1 | 4 | -8 | 14 | 0.2
COc1ccc(-c2c(C)sc(NC(=O)c3ccnn3C)c2C#N)cc1 | 4 | 30* | 5 | 18 | -5 | -7 | 19 | -8 | -21 | 2 | -0.2
Cc1nnc(NC(=O)C(C)Sc2nnc(CCNC(=O)c3ccccc3F)n2C)s1 (configuration not stated) | 3 | 2 | -1 | 2 | -7 | -5 | 5 | -25 | 3 | -7 | -0.3
CC(=O)Nc1cccc(OCc2cnc(Cl)s2)c1 | -2 | 1 | 2 | 19 | 2 | -2 | 1 | 6 | 6 | 10 | -0.4
CCOC(=O)Cn1c2ccccc2c2nc(C)sc21 | 0 | -5 | 0 | -3 | -6 | 3 | 12 | 3 | 8 | -8 | -0.6
COc1ccc(F)cc1C(=O)C1CCCN(Cc2ccc3c(c2)OCCO3)C1 (configuration not stated) | -4 | 3 | 26* | -5 | -7 | 4 | 20 | -18 | -1 | 1 | -3.0
CCOc1ccccc1CN1CCN(Cc2csc(C(C)=O)c2)CC1CCO (configuration not stated) | -3 | 2 | -4 | 6 | -4 | 8 | 11 | -53 | 0 | 3 | -0.6
COCCn1c(=S)[nH]c2ccc(N(C)C)cc2c1=O | 13 | -5 | 0 | 7 | -14 | 26 | -26 | 11 | 1 | -4 | 0.8
O=C1CCc2cc(S(=O)(=O)Nc3ccccc3F)ccc2N1 | -37 | -3 | 5 | 0 | -2 | 4 | 7 | -31 | 12 | -11 | 1.7
C#CCN1[C@@H]2CCN(C2)c2cc(Br)ccc2S1(=O)=O | -3 | . | -2 | 6 | -10 | -7 | 21 | -7 | -13 | -2 | 2.6
Cc1ccccc1OCC(=O)N1CCc2ccccc2C1 | -1 | 0 | 1 | -73 | -5 | -5 | -90 | -13 | 5 | -14 | 0.4

Already shown: an excerpt of the list.
SMILES | PDI turbidity | NR2E3 ag-1 | m5-HT2A agonist | Peg3 prom inh | CaV13 FRET inh | Shn3 inh set2 | HIF-2a block | NR2E3 ag-2 | Cardio protect | TRPM1 prom inh | iPSC survival up
CCOc1ccccc1CN1CCN(Cc2csc(C(C)=O)c2)CC1CCO (configuration not stated) | -3 | 2 | -4 | 6 | -4 | 8 | 11 | -53 | 0 | 3 | -0.6
COCCn1c(=S)[nH]c2ccc(N(C)C)cc2c1=O | 13 | -5 | 0 | 7 | -14 | 26 | -26 | 11 | 1 | -4 | 0.8

Screening data as filed in PubChem BioAssay.

Rows were taken by chance; 3.9% or so of the library scored in one or more.
